# Bioassay records from PubChem.
# TGFb SMAD3 inh – inhibitors of TGF-b signaling. HepG2 CAGA-GFP TGF-b/SMAD3 reporter, GFP fluorescence, 18 h; TGF-beta stimulated, 500 pg/mL final. Potency, µM (top dose mostly 46.1 µM), inactives show top-dose activity, negative = inhibition, actives largely listed as inhibitors. 410,000 compounds, 1.2% hits. AID 588855; note: potency is the fitted concentration of half-maximal effect; % is set by controls: 0 for no effect and ±100 for the full control effect; nearly all actives have a fitted effect of over 65% in size
#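 Smad-responsive CAGA-GFP expression was quantified in HEPG2 cells exposed to compounds and 500 pg/mL final TGF-beta for 18 h at 37 degrees C; unstimulated wells defined full inhibition.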
# pAkt inh – blocks phosphorylation of Akt; Neuro2A IGF-stimulated pAkt S473 HTRF, 20 min; hits give low values; activity change, % for hits at 50 µM; 360,000 compounds, 0.32% hits; in the data active = activity change below about -80%; inconclusive = mostly about -51% to -80%; note: % is set by controls: 0 for no effect and ±100 for the full control effect
#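 Neuro2A cells in DMEM with 0.5% FBS, overnight at 37 deg C, given compound at single 50 µM final, then IGF (6 nM final) for 20 min at 37 deg C. Lysed; phospho-Akt Ser473 by HTRF after 24 h, 665/615 ratio.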
# A549 tox – kills or reduces viability of A549 cells in Nrf2 counter-screen | A549 ARE-Fluc cells, CellTiter-Fluor viability, 18-24 h | Potency, µM (series often up to 46 µM), for inactives: top-dose activity change, negative = cytotoxicity, actives largely listed as inhibitors | 390,000 compounds, 0.16% hits | AID 504648; note: potency is the fitted concentration of half-maximal effect; % is set by controls: 0 for no effect and ±100 for the full control effect
#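 A549 ARE_Fluc cells in 5% FBS OPTI-MEM were exposed to compounds in concentration-response for 18-24 h at 37 deg C. Viability was read by CellTiter-Fluor fluorescence (Ex 405/Em 525) after 30 min, before the luciferase read.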
# CCT modulator – cytosolic chaperonin activity modulation | purified chaperonin ATPase assay, HTRF ADP detection, 30 min | activity change, % (concentration not given with the values), hits read low | 360,000 compounds, 0.3% hits | AID 651819; in the data active = activity change below about -30%; note: % is set by controls: 0 for no effect and ±100 for the full control effect
#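 We incubate TRiC, 40 or 20 nM final, with library compounds at 76 uM and 10 uM ATP for 30 min at 37 °C. ADP formed is detected with Transcreener HTRF reagents after 30 min at room temperature.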
# MmCpn inh – blocks the Methanococcus maripaludis chaperonin Mm-Cpn. purified Mm-Cpn ATPase, ADP Transcreener TR-FRET. Potency, µM (series often up to 76.9 µM), for the others: top-dose activity, negative = inhibition, actives largely listed as inhibitors. 330,000 compounds, 0.031% hits. AID 504842; note: potency is the fitted concentration of half-maximal effect; % is set by controls: 0 for no effect and ±100 for the full control effect; nearly all actives have a fitted effect of over 80% in size
#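 Compound-treated chaperonin, 25 nM final, turns over 10 uM ATP at 37°C for 30 min following a 10 min preincubation; ADP generated competes with ADP-d2 for Eu-cryptate antibody, lowering FRET.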
# Nrf2 ARE act – activates Nrf2 signaling | Potency, µM (series often up to 46.1 µM), for inactives: at the highest dose activation, hits mostly activators | AREc32 ARE-luciferase reporter (MCF7-derived line), luminescence, 24 h | 410,000 compounds, 0.31% hits; note: potency is the fitted concentration of half-maximal effect; % of control where 0% means no effect; nearly all actives have a fitted effect of over 65% in size
#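 ARE-driven firefly luciferase activity in AREc32 cells measured after a 24 hr compound exposure at 37 deg C, using Steady-Glo reagent and a 30 min room-temperature hold.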
# EPAC2 ag – agonists of human EPAC2 (RAPGEF4); EPAC2 activation, biochemical qHTS; response scale: 100% = 6.5 mM cAMP response; Potency, µM (titrated, usually from 154 µM), for inactives: top-dose activation, hits mostly activators; AID 720711; Q8WZA2; 360,000 compounds, 0.079% hits; note: potency is the fitted concentration of half-maximal effect; nearly all actives have a fitted effect of over 50% in size
# Target sequence (Q8WZA2 whole entry, looked up): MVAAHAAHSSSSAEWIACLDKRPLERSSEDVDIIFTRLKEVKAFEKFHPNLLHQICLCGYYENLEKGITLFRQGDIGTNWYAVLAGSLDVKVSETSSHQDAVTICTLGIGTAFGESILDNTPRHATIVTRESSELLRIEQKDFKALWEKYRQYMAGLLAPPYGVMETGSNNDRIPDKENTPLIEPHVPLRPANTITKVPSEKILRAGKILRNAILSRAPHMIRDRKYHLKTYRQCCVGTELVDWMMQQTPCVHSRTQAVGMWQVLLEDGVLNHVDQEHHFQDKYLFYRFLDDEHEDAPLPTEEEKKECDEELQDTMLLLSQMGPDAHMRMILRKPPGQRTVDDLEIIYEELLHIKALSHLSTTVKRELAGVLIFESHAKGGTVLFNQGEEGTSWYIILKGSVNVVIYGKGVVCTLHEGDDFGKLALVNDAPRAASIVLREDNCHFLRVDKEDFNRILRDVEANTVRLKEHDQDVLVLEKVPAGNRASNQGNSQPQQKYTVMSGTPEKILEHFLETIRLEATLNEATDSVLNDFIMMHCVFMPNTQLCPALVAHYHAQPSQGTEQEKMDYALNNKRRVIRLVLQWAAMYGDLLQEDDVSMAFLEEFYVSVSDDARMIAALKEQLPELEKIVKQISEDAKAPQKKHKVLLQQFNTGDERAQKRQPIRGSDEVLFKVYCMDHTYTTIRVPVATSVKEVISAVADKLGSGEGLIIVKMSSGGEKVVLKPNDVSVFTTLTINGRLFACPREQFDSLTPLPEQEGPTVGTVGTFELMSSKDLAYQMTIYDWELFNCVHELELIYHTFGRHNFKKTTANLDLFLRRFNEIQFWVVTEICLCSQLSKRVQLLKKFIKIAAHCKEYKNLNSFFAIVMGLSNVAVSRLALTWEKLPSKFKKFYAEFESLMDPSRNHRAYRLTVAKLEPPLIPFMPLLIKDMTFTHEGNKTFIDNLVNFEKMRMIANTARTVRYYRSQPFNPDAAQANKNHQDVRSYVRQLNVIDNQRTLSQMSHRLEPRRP
#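 Compounds were titrated in qHTS against a Rap1B-BODIPY-GDP (250 nM) complex with EPAC2 (100 nM) and GDP (50 uM). BODIPY-GDP release tracked at 480/540 nm over 30 min at room temperature, normalized to 6.5 mM cAMP.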
# EPAC2 antagonist – EPAC2 (human) antagonism; Potency, µM (highest dose often 114 µM), for the others: at the highest dose activity, negative = inhibition, actives largely listed as inhibitors; AID 720708; 360,000 compounds, 0.18% hits; EPAC2 GEF exchange of Rap1B-BODIPY-GDP, fluorescence; Q8WZA2; note: potency is the fitted concentration of half-maximal effect; % is set by controls: 0 for no effect and ±100 for the full control effect; nearly all actives have a fitted effect of over 45% in size; many of its hits are not listed in these tables
# Nrf2 inh – inhibitors of Nrf2 signaling | 360,000 compounds, 2.1% hits | A549 ARE-Fluc reporter, luciferase luminescence, 18-24 h | Potency, µM (titrated, usually from 46 µM), for the others: at the highest dose activity change, negative = inhibition, usual class: inhibitors; note: potency is the fitted concentration of half-maximal effect; % is set by controls: 0 for no effect and ±100 for the full control effect; nearly all actives have a fitted effect of over 60% in size
#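 A549 ARE_Fluc cells (5000/well, 5% FBS OPTI-MEM) pre-incubated 2 h, then treated with compounds 18-24 h at 37C/5% CO2 in concentration-response. CellTiter-Fluor viability read first; BugLite luciferase luminescence after 15 min at room temperature gives Nrf2 activity.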
# Active calls of the source: *; i = inactive; ? = inconclusive; . = no result given; & = joins results of further samples; [ ] = another dose, or the depositor's remark. Unless noted, calls come from the whole dose curve; as a rule, active = well fitted curve in the direction sought with a large enough effect; inconclusive = small, poorly fitted or top-dose-only effect, or another doubt; inactive = no such curve, though single readings can be large; an effect the other way counts as inactive or inconclusive. This is a subset. The share of hits here may be higher or lower than overall.
SMILES,TGFb SMAD3 inh,pAkt inh,A549 tox,CCT modulator,MmCpn inh,Nrf2 ARE act,EPAC2 ag,EPAC2 antagonist,Nrf2 inh
CC(C)N1CCCC(C)(C(=O)Nc2nc3ccccc3n2C)C1 (stereo not given),-2%,i,.,-6.4,.,0.1%[9.22 µM],3%,8%,.
CCOc1ccc(CCN2C(=O)C(=O)N([C@@H](CC(C)C)CN3CCC[C@H]3CN3C(=O)C(=O)NC[C@@H]3Cc3ccc(O)cc3)C[C@@H]2Cc2ccccc2)cc1,.,i,.,0.6,.,-1.2%,3%,5%,.
COc1cc(/C=C2\SC(=S)N(CC(=O)NC(C)(C)C)C2=O)cc(OC)c1OC,4%,i,-10%,0.2,1%,10%,-13%,13%,-18%
Cc1ccc(-n2nc(C(=O)c3ccccc3)n3c(=O)cc(-c4ccccc4)nc23)cc1,31%[activator],i,1%,-16,0%,0.0%,0%,3%,-5%
Cn1c(=O)[nH]c(=O)c2c1nc(N1CCN(C(=O)c3ccco3)CC1)n2CCCSc1ncccn1,2%,i,-5%,0.3,.,-0.8%,8%,0%,?
CSc1nsc(SC)c1CO,-25%,i,12%,2.8,-4%,1.1%,4%,-1%,13%
O=C1C[C@@H]2c3c(cccc3CN1Cc1ccc(Cl)cc1)C[C@@H](O)[C@H]2O,25%&46%,i,1%,-0.4,.,-0.7%,1%,-3%,-16%
Cc1cccc(Cn2c(CN3CCCC(C)C3)nc3c2c(=O)n(C)c(=O)n3C)c1 (stereo not given),5%,.,10%,.,.,-0.5%,.,.,2%
Cc1cn2c(-c3cccnc3)nnc2s1,-18%,i,-1%,0.9,0%,-0.1%,4%,5%,5%
CCCCNS(=O)(=O)c1ccc2nc(-c3cccnc3)cc(C(=O)NCCOC)c2c1,-3%&-23%,i,-20%&1%,1.2,2%,-0.6%&-0.2%,-14%,?,-2%
CCN(CC)C(=O)C1CCN(S(=O)(=O)c2ccc(-n3cnnn3)cc2)CC1,0%,i,-3%,-0.8,2%,0.4%,4%,-6%,?
Cc1ccc(Cn2c(SCC(=O)Nc3cc(C)on3)nc3ccccc3c2=O)cc1,1%,?,-6%,-16,-3%,-0.5%,1%,8%,?
O=c1c2c(-c3cccs3)csc2ncn1-n1cccc1,-14%,i,-3%,-4.1,1%,-0.1%,7%,6%,-14%
Cc1nc(-c2cccc(NC(=O)c3cccs3)c2)cs1,1%,i,-12%,-3.4,1%,?,8%,-28%,-13%
O=C(NCc1ccco1)C1CCN(S(=O)(=O)N2CCOCC2)CC1,3%,i,11%,-0.3,0%,-0.1%,4%,4%,4%
CCC1COCCS(=O)(=O)N1Cc1ccccc1F (stereo not given),0%&30%,i,5%,-0.6,4%,-0.5%,2%,10%,5%
CC1(C(=O)NCC2CC2)Cc2c(-c3ccc4c(c3)OCO4)ccnc2O1 (stereo not given),13%,i,.,-0.7,.,0.5%,11%,-12%,.
Cc1ccc(S(=O)(=O)NNC(=O)/C=C/c2cccc(F)c2)cc1,16%,i,-3%,-0.6,1%,0.3%,7%,-5%,?
O=C1C=C(N(CCO)Cc2ccccc2)c2ccccc2C1=O,8.9µM*,i,23µM*,0.9,-5%,-2.6%,24%,?,21µM*
CC1CCCCN1C(=O)CSc1nnc(-c2c[nH]c3ccccc23)o1 (stereo not given),-2%,i,-1%,-2.4,-1%,4.5%,11%,-2%,18%
COc1ccc(OC)c(NC(=O)CSc2nc(-c3ccccc3)cc(=O)[nH]2)c1,10%,i,-5%,-2.2,-2%,4.9%,2%,2%,3%
COc1ccc(OC)c(NC(=O)CSc2nnnn2C2CCCC2)c1,10%,i,8%,-4.6,1%,0.3%,7%,1%,4%
COc1ccc(S(=O)(=O)NCCCO)cc1-c1nnc2c3ccccc3c(C)nn12,27%,.,7%,.,.,-0.9%,.,.,5%
O=C(c1ccccc1)c1cc(-c2ccccn2)c(N2CCOCC2)s1,-2%,i,1%,-4.5,-16%,8.0%,5%,-2%[57.1 µM],9%

# A few values from above:
# Cc1nc(-c2cccc(NC(=O)c3cccs3)c2)cs1 | A549 tox = -12%
# O=C1C=C(N(CCO)Cc2ccccc2)c2ccccc2C1=O | Nrf2 inh = 21µM*

# The list goes on:
SMILES,TGFb SMAD3 inh,pAkt inh,A549 tox,CCT modulator,MmCpn inh,Nrf2 ARE act,EPAC2 ag,EPAC2 antagonist,Nrf2 inh
COc1ccc(-c2c(-c3ccsc3)oc(=O)c3cc(OC)c(OC)cc23)cc1,3%,i,-7%,-0.8,0%,-0.9%,7%,-6%,1%
CCCNC(=S)Nc1ccccc1,6%,i,0%,2.2,4%,0.7%,2%,2%,-17%
CC(=O)Nc1ccc(S(=O)(=O)N2CCN(Cc3cccc([N+](=O)[O-])c3)CC2)cc1,0%,i,2%,-0.5,-3%,0.6%,8%,0%,?
CCNC(=O)CCSc1nnc(-c2ccncc2)o1,3%,i,4%,0.5,-8%,0.1%,13%,-6%,3%
O=C(CN1C(=O)CSc2ccc(S(=O)(=O)N3CCOCC3)cc21)NCCc1ccccc1,-3%,i,.,-2.9,.,-0.8%,14%,17%,.
CCOc1ccccc1OCCCC(=O)NNC(=O)c1ccc(F)cc1,4%,i,4%,0.7,3%,-0.5%,10%,-14%,-17%
O=C(NCCN1CCOCC1)C(=O)NCC1OCCN1S(=O)(=O)c1ccccc1 (stereo not given),0%,i,-1%,-0.9,-1%,0.0%,-2%,2%,5%
CCOc1ccc(OCc2cccc(C(=O)N3CCCC3)c2)cc1,-14%,i,1%,3.1,1%,-2.0%,5%,14%,?
Cc1c(Cl)c([N+](=O)[O-])nn1CC(=O)NCc1cccnc1,3%,i,0%,-0.8,0%,-0.2%,4%,1%,1%
CN(/C(=N\S(=O)(=O)c1ccccc1)C(F)(F)F)c1ccccc1,1%,i,4%,0.8,-3%,-0.2%,1%,9%,14%
O=C(Nc1nccs1)C1(c2ccc(Cl)cc2)CC1,-11%,i,7%,-2.6,3%,-0.7%,-1%,-9%,5%
COc1ccc(Cl)cc1C1=NOC2(CCC2)C(=O)N1Cc1cccc(C#N)c1,?,i,.,0.1,.,3.1%,6%,-27%,.
O=C(CCNC(=O)c1ccc(Br)cc1)Nc1cccc(S(=O)(=O)N2CCCC2)c1,-5%,i,3%,-2.6,0%,2.3%,2%,-4%,-19%
O=C(NCc1cccc(Cl)c1)c1cccc(S(=O)(=O)N2CCCC2)c1,-1%,i,-2%,1.6,0%,1.2%,8%,-6%,?
CCN(CC)CCn1c2c(c(SCC(=O)Nc3ccc4c(c3)OCO4)nc1=O)CCC2,-34%,i,-7%,1.0,0%,-0.1%,5%,14%,-17%
OC(c1cc(F)cc(Cl)c1)c1ncc(-c2ccccc2Cl)[nH]1 (stereo not given),?,i,.,1.7,.,3.7%,8%,2%,.
COc1cc(/C=C/C(=O)OCC(=O)N2CCCCCC2)cc(OC)c1OC,4%,i,.,1.5,.,-0.4%,3%,8%,.
O=[N+]([O-])c1ccccc1N=Nc1ccc(O)cc1,-26%,i,?,1.1,.,5.7%,8%,-16%,?
CCc1nnc(NC(=O)CCNC(=O)c2ccccc2Cl)s1,7%,i,5%,-0.3,3%,-1.2%,2%,3%,-8%
Cc1cnc(C(=O)OCC(=O)Nc2ccccc2-c2ccccc2)cn1,2%,i,-7%,-3.2,-9%,-1.1%,8%,-7%,4%
Cc1cc(N2C(=O)C(O)=C(C(=O)c3ccco3)C2c2cccc(O)c2)no1 (stereo not given),4%,i,-19%,0.2,-2%,0.1%,4%,-4%,3%
COc1ccc(CNCC(O)(c2ccccc2)c2ccc(F)cc2)cc1OC (stereo not given),3%,i,5%,-0.7,0%,1.6%,12%,-7%,22%
CC1(c2ccc([N+](=O)[O-])cc2)NC(=O)N(CC(=O)c2ccc3c(c2)OCO3)C1=O (stereo not given),2%,i,-1%,1.1,1%,2.8%,5%,9%,?
Cc1ccc(NC(=O)c2cccc3ccccc23)cc1,-2%,i,1%,0.2,-3%,4.5%,-1%,6%,?
O=C(OCCN=C1NS(=O)(=O)c2ccccc21)c1ccncc1,-20%,i,5%,-0.7,-1%,0.4%,4%,3%,-7%
Cc1c(NC(=S)NC(=O)c2ccc(COc3ccccc3)cc2)cccc1C(=O)O,-4%,i,-4%,0.0,-6%,0.6%,6%,-3%,-13%
COCCCNC(=S)NNC(=O)c1cc(-c2ccncc2)nc2ccccc12,17%,i,-1%,0.1,0%,-0.6%,-1%,-6%,-18%
CC(C)(O)[C@H](O)COc1c2occc2cc2ccc(=O)oc12,-6%,i,-23%,0.7,1%,1.2%,-1%,-3%,-14%
CN(C)CC(C)(C)CNS(=O)(=O)c1cccc2nsnc12,0%,i,-1%,-25,-4%,-0.2%,6%,6%,-5%
CC(=O)c1c(C(C)=O)c(C)n(NC(=O)c2ccncc2)c1C,?,i,-7%,-1.9,0%,0.8%,-4%,3%,-5%
COC(=O)[C@]1(C)N[C@H](CN(C)C(=O)c2ccc(C)cc2)[C@@H]2C(=O)N(Cc3ccccc3)C(=O)[C@@H]21,-20%,i,7%,-1.1,1%,1.1%,-2%,9%,?
COc1ccc(C#Cc2ccc3c(=O)c4ccccc4n(C)c3c2)cc1,1%,i,?,-4.1,-1%,0.3%,25%,6%,?
COc1cc(C(=O)NCCCNc2ccc([N+](=O)[O-])cc2)cc(OC)c1OC,?,i,-14%,0.3,3%,0.0%,-1%,4%,7%

# Structures listed so far that bear a hit mark in TGFb SMAD3 inh.
SMILES,TGFb SMAD3 inh,pAkt inh,CCT modulator,MmCpn inh,Nrf2 ARE act,EPAC2 antagonist
O=C1C=C(N(CCO)Cc2ccccc2)c2ccccc2C1=O,8.9µM*,i,0.9,-5%,-2.6%,?
